# Compound activity from PubChem BioAssay.
# FLuc inh: qHTS Assay for Inhibitors of Firefly Luciferase | Luciferin 4-monooxygenase (Photinus pyralis), P08659 | AID 411, 2009 | purified firefly luciferase, luminescence, 8 min | 2.2% of 72,000 active | Potency, µM (doses to about 57.1 µM), without a hit: at the top dose activity change, negative = inhibition, actives largely listed as inhibitors; note: potency is the fitted concentration of half-maximal effect; % is set by controls: 0 for no effect and ±100 for the full control effect; nearly all actives have a fitted effect of over 40% in size
# Target sequence (P08659 whole entry, looked up): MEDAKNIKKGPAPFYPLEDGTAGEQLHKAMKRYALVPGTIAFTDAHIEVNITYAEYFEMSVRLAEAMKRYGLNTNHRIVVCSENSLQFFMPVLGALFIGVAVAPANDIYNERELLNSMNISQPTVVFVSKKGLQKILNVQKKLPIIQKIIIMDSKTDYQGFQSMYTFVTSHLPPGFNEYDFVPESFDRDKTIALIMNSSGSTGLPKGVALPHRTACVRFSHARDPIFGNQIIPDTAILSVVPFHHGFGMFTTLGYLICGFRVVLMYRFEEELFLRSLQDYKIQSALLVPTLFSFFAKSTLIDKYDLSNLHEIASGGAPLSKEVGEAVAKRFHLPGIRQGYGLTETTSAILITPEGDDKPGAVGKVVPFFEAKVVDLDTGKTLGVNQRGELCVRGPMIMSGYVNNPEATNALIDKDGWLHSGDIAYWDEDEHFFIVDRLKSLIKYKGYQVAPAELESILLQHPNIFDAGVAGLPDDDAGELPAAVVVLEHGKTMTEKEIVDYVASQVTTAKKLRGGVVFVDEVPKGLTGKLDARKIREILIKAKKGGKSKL
#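 Titration-based qHTS; buffer 50 mM imidazole pH 7.2, 50 mM KCl, 7 mM MgCl2, 10 uM ATP, 0.01% Tween 20, 0.05% BSA; luciferase/luciferin detector mix added after compound; 8 min, ambient; luminescence.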
# ERK AVP block: qHTS Assay for Inhibitors of the ERK Signaling Pathway using a Homogeneous Screening Assay; HEK293-V1b, vasopressin-stimulated pERK AlphaScreen; Potency, µM (series often up to 57.5 µM), inactives show at the highest dose activity, negative = inhibition, most hits filed as inhibitors; 0.99% of 72,000 active; AID 995, 2007; note: potency is the fitted concentration of half-maximal effect; % is set by controls: 0 for no effect and ±100 for the full control effect; nearly all actives have a fitted effect of over 55% in size
#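 Phosphorylated ERK1/2 detected via AlphaScreen bead proximity in lysates of V1b-expressing HEK293 cells given 25 nM vasopressin for 5 min after 30 min compound exposure (37 °C). AC50 from Hill equation; basal DMSO 0%, vasopressin 100%.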
# Tau filament bind: qHTS Assay for Tau Filament Binding. recombinant tau filaments, thioflavin S fluorescence, 15 h; filaments grown with octadecylsulfate alongside compound. Potency, µM (highest dose often 57.1 µM), for inactives: at the top dose activity change, negative = inhibition. 2% of 71,000 active. AID 596, 2007;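 note: potency is the fitted concentration of half-maximal effect; % is set by controls: 0 for no effect and ±100 for the full control effect; actives lower thioflavin S fluorescence by blocking filaments or displacing dye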
#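 Assay mix: 1 uM His-tagged tau, 30 uM sodium octadecylsulfate, thioflavine S dye in HEPES/NaCl/DTT buffer. Compound is added prior to the inducer. Fluorescence after 15 h at 37 C.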
# CRE Fsk mod: Cell signaling CRE-BLA (Fsk stim); CHO CRE-bla reporter (cAMP response element driving beta-lactamase), forskolin EC10, beta-lactamase ratio; Potency, µM (series often up to 38.2 µM), without a hit: top-dose activity change, negative = inhibition, actives largely listed as activators; 2.5% of 71,000 active; AID 662, 2007; active = well fitted activation curve with a large enough effect in the signal ratio, with a control signal flat, not every such curve was filed as active; inconclusive = small, poorly fitted or top-dose-only effect, or effect the other way, or a change in a side signal; the % refers to the signal ratio; note: potency is the fitted concentration of half-maximal effect; % of control where 0% means no effect
#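 Titrated compounds plus EC10 NKH 477 on CHO CRE-bla cells, 3 h, 37 °C. CCF4, 2 h RT. Ratio 460/530 nm → AC50.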
# Rhodamine fluor: qHTS Assay for Spectroscopic Profiling in Rhodamine Spectral Region; 0.05% of 59,000 active; AID 594, 2007; max dye-equivalent concentration, M; Rhodamine-region fluorescence, 547/598 nm, Tris buffer; hits give high values; in the data active = max dye-equivalent concentration above about 11 nM; inconclusive = between about 1.1 nM and that limit
#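 Compound fluorescence in 100 mM Tris, pH 8.0, read after 15 min at room temperature with 547 nm excitation and 598 nm emission. Output is dye-equivalent concentration from an on-plate rhodamine standard series.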
# 15-hLO inh: qHTS Assay for Inhibitors of 15-hLO (15-human lipoxygenase). AID 887, 2007. purified 15hLO-1, xylenol orange hydroperoxide absorbance. Polyunsaturated fatty acid lipoxygenase ALOX15 (Homo sapiens), P16050. Potency, µM (top dose mostly 57.1 µM), without a hit: at the top dose activity change, negative = inhibition, actives largely listed as inhibitors. 1.4% of 74,000 active; note: potency is the fitted concentration of half-maximal effect; % is set by controls: 0 for no effect and ±100 for the full control effect; nearly all actives have a fitted effect of over 55% in size
#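 Purified human 15hLO-1 (40 nM) in 25 mM Hepes pH 7.5, 0.01% Triton X-100, preincubated 15 min RT with compound, then 50 uM arachidonic acid for 6 min. Hydroperoxide read by ferrous/xylenol orange, 30 min; 573/405 nm absorbance ratio gave progress.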
# Pol III holo inh: qHTS Assay for Inhibitors of DNA Polymerase III Holoenzyme System; AID 603, 2007; 0.25% of 71,000 active; Potency, µM (titrated, usually from 57.1 µM), without a hit: top-dose activity change, negative = inhibition; reconstituted DNA polymerase III holoenzyme replication, biochemical; note: potency is the fitted concentration of half-maximal effect; % is set by controls: 0 for no effect and ±100 for the full control effect
#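 Reconstituted *E. coli* holoenzyme (0.35 nM Pol III, 1 nM beta, 154 nM SSB, 2 nM primase) was preincubated with compound for 15 min at RT. Synthesis on 1.4 nM ssM13Gori ran 35 min, then was stopped with PicoGreen/EDTA and read as dsDNA fluorescence.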
# HBB splice mod: qHTS Assay for Modulators of Hemoglobin Beta Chain Splicing; HBB splicing reporter cell assay, activation; EGFP reporter with mutant IVS2-654 intron; response scale: normalised to 500 nM splice-correcting PNA; Potency, µM (highest dose often 46.1 µM), for inactives: top-dose activation, usual class: activators; 0.06% of 65,000 active; AID 925, 2007; note: potency is the fitted concentration of half-maximal effect; 0% is about no effect
#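 Compounds were applied for 2 days to HeLa EGFP-654 cells, 500/well in Optimem with 2% FCS. The reporter's EGFP is disrupted by mis-splicing of beta-globin intron IVS2-654. Readout: summed well GFP fluorescence from 488 nm laser scanning; reference was 500 nM antisense […] 654 PNA.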
# HADH2 inh: qHTS Assay for Inhibitors of HADH2 (Hydroxyacyl-Coenzyme A Dehydrogenase, Type II). 3.4% of 73,000 active. recombinant HADH2, NADH fluorescence, beta-hydroxybutyryl-CoA. Potency, µM (doses to about 57.1 µM), for inactives: at the top dose activity change, negative = inhibition, actives largely listed as inhibitors. 3-hydroxyacyl-CoA dehydrogenase type-2 (Homo sapiens), Q99714; note: potency is the fitted concentration of half-maximal effect; % is set by controls: 0 for no effect and ±100 for the full control effect; nearly all actives have a fitted effect of over 60% in size; many of its hits are not listed in these tables
# Target sequence (Q99714 whole entry, looked up, one chain of several): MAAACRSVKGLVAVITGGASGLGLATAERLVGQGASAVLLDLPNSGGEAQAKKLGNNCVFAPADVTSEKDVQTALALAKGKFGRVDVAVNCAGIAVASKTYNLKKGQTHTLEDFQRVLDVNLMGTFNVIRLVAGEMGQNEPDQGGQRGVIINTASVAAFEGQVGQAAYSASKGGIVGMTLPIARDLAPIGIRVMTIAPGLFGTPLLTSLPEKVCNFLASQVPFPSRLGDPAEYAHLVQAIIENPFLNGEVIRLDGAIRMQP
#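 Activity measured as NADH fluorescence gain (360/450 nm), taken as the change between first and last reads of a 4-min kinetic run. Conditions: pH 9.0 Tris buffer, 20 nM E. coli-expressed His-tagged enzyme, 1 mM NAD+, 90 uM beta-hydroxybutyryl-CoA; 15-min compound preincubation.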
# Texas Red fluor: qHTS Assay for Spectroscopic Profiling in Texas Red Spectral Region. max dye-equivalent concentration, M. 0.06% of 59,000 active. Compound fluorescence, Texas Red channel, 547/618 nm; hits give high values; in the data active = max dye-equivalent concentration above about 10 nM; inconclusive = between about 1.1 nM and that limit
#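 Fluorescence at ex 547/em 618 nm, normalized against an on-plate Texas Red standard series to give dye-equivalent concentration per compound concentration. Buffer 100 mM Tris, pH 8.0; 15 min RT incubation before CCD imaging.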
# Hsp90 Hop PPI: qHTS Assay for Disrupters of an Hsp90 Co-Chaperone Interaction; Potency, µM (highest dose often 57 µM), for inactives: at the highest dose activity change, negative = inhibition; AlphaScreen TPR2A-His6 binding biotin-Hsp90 C-terminal peptide; 0.44% of 71,000 active; AID 595, 2007; active = well fitted curve in either direction with a large enough effect; inconclusive = small, poorly fitted or top-dose-only effect, or another doubt; note: potency is the fitted concentration of half-maximal effect; % is set by controls: 0 for no effect and ±100 for the full control effect; many of its hits are not listed in these tables
# An asterisk follows results filed as active; i = inactive; u = inconclusive; x = not tested or not shown; & = joins results of further samples; [ ] = another dose, or the depositor's remark. Unless noted, calls come from the whole dose curve; as a rule, active = well fitted curve in the direction sought with a large enough effect; inconclusive = small, poorly fitted or top-dose-only effect, or another doubt; inactive = no such curve, though single readings can be large; an effect the other way counts as inactive or inconclusive. A portion of the library; rates above refer to the full screens.
SMILES,FLuc inh,ERK AVP block,Tau filament bind,CRE Fsk mod,Rhodamine fluor,15-hLO inh,Pol III holo inh,HBB splice mod,HADH2 inh,Texas Red fluor,Hsp90 Hop PPI
OCC1CCCN(Cc2ccc(-c3ccccc3)cc2)C1 (stereo not given),-4%,-8%,8%,-2%,x,-2%,-9%,0.8%,3%,x,0%
O=C(CN1C(=O)NC2(CCCc3ccccc32)C1=O)N1CCN(C(=O)c2ccco2)CC1 (stereo not given),2%,-22%,0%,-3%,i,18%,-4%,0.2%[57.5 µM],20%,i,0%
CC1(c2ccc3noc(-c4ccc(Cl)cc4)c3c2)OCCO1,-2%,16µM*,u,-10%,i,-6%,-5%,1.3%[0.369 µM],3%,i,-1%
Cc1cc2ccc(C)c(C)c2nc1SCC#N,-5%,27%,23%,17%,i,-1%,-5%,-1.9%,0%,u,u
O=C(OCN1C(=O)c2ccccc2C1=O)c1ccccc1,3%,-2%,12%,19%,i,5%,-4%,0.0%,-1%,u,0%
O=C(Nc1cccc(F)c1)C1CCCN1S(=O)(=O)c1cccc2cccnc12 (stereo not given),-4%,-5%,-3%,-13%,x,-5%,-2%,-1.0%,-1%,x,-1%
CCc1ccc(C(=O)Nc2ccc(S(=O)(=O)Nc3nc(C)cc(C)n3)cc2)o1,4%,-25%,5%,-2%,i,-2%,-4%,2.5%,u,i,-1%
COc1cc(C(=O)Nc2ccc(N(C)C)cc2)cc(OC)c1OC,u,u,10µM*,u,x,-9%,-5%,-0.7%,-6%,x,-22%
CN(CC(=O)N1CCc2ccccc2C1)S(=O)(=O)c1ccc2c(c1)c(=O)n(C)c(=O)n2C,2%,-11%,-1%,-5%,x,2%,-3%,1.1%,-1%,x,-4%[2.3 µM]
CCCNC(=O)OC[C@@H]1O[C@H](CCO/N=C(\C)CCN2CCCc3nc(C)c(C)cc32)C=C[C@@H]1Oc1ccc(OC)cc1,1%[11.4 µM],18%[11.5 µM],x,x,x,-2%[11.4 µM],x,0.7%[9.22 µM],3%[11.4 µM],x,x
O=C1CCCN1c1cc(Cl)ccc1Cl,1%,5%,7%,-1%,i,12%,2%,1.4%,1%,u,-2%
OCCn1cnc2c(SCc3ccccc3)ncnc21,1%[11.4 µM],-11%[11.5 µM],14%[11.4 µM],3%[7.6 µM],i,2%[11.4 µM],-9%[11.4 µM],4.1%[9.22 µM],0%[11.4 µM],i,-3%[11 µM]
CCN(CC)C(=O)c1ccc2c(c1)N(Cc1ccccc1)C(=O)CS2=O (stereo not given),-5%,-17%,14%,-4%,x,-19%,0%,1.0%,-13%,x,-4%
CS(=O)(=O)N1CCC2(CC1)CN(Cc1cc(C(F)(F)F)cc(C(F)(F)F)c1)C2,-1%[11.4 µM],u,-14%,-4%,i,6%,-3%,-1.6%,8%,i,1%
COC(=O)C1=C(CN2CCN(C)CC2)NC(=O)NC1c1cc(C)ccc1C (stereo not given),-2%,-9%,7%,0%,i,5%,-1%,1.1%,5%,i,0%
COCCn1c(SCC(=O)NCc2cccs2)nnc1-c1ccc(OC)cc1,2%,1%,0%,-2%,i,4%,-4%,x,2%,u,-2%
Cc1cc(C)c2c(n1)nn1c(N3CCN(c4ccccc4)CC3)cc(C)nc21,2%,5%,-2%,12%,i,-13%,-3%,1.5%,11%,i,1%
CC(=O)c1ccc(OC(=O)c2cccs2)cc1,-13%,1%,8%,-9%,x,6%,4%,0.6%,-5%,x,-2%
O=C(OCC(=O)N1CCN(C(=O)c2ccco2)CC1)c1ccccc1Cc1ccccc1,0%,-9%,4%,-13%,i,17%,-3%,-0.6%,-1%,u,-9%
COc1ccc(N2CCN(C(=O)CSc3ncnc4c3cnn4-c3ccccc3C)CC2)cc1,1%,-24%,-11%,6%,i,-1%,1%,x,6%,i,-4%
NS(=O)(=O)c1ccc(NC(=O)CN2CCCCC2)cc1,-1%,1%,9%,6%,i,4%,-1%,0.0%[57.5 µM],7%,i,0%
CSCC[C@@H]1NC(=O)C/C=C\[C@@H](C)COC(=O)[C@@H](C)COC1=O,2%[11.4 µM],2%[11.5 µM],x,x,x,4%[11.4 µM],x,0.6%[9.22 µM],-9%[11.4 µM],x,x
Cc1nn(-c2ccc(F)cc2)c2sc(C(=O)O)cc12,1%,-25%,10%,6.3µM*,i,4%,-15%,-2.0%,-7%,i,-3%
COc1ccccc1NC(=O)C(CCS(C)(=O)=O)N1C(=O)c2ccccc2C1=O (stereo not given),-1%,0%,5%,-7%,i,1%,-9%,-0.8%,-8%,u,-1%
COc1ccc2c(CC(=O)OCC(=O)N3CCc4ccccc43)coc2c1,1%,-1%,5%,-10%,i,4%,0%,-0.2%[57.5 µM],2%,u,3%
COc1ccc(N2CCN(c3oc(-c4ccco4)nc3C#N)CC2)cc1,2%,u,-21%,u,i,7%,0%,-1.5%[0.369 µM],-28%,i,-19%
C=C(CC)C(=O)c1ccc(OCC(=O)O)c(Cl)c1Cl,-1%&2%[25.5 µM],25%,-9%,u,i,2%,-8%,-0.7%,-22%,i,4%
COc1ccc(OCCn2c(=N)n(CCO)c3ccccc32)cc1,1%,-18%,5%,-7%,i,3%,-1%,-0.3%[57.5 µM],1%,i,1%
O=C(CN1CCCCC1)Nc1cccc(Br)c1,-1%,-7%,-11%,u,i,-1%,2%,2.5%,-1%,i,-11%
COc1cccc(-c2nc(NC3CCNCC3)c3ccccc3n2)c1,0%[2.29 µM],u,-10%,u,i,u,32µM*,-2.0%,10%,i,3%
CCOc1cc(C2c3c(oc4cc(C)c(Cl)cc4c3=O)C(=O)N2Cc2ccco2)ccc1O (stereo not given),0%,-10%,-5%,13µM*,i,3%,-6%,0.1%,u,u,0%
O=C(Nc1ccc(NC(=O)c2ccco2)nc1)c1cccnc1,25µM*,-26%,6%,2%,i,u,-3%,x,7%,i,1%
CCOc1ccc(C(CC(=O)O)NC(=O)c2ccco2)cc1OC (stereo not given),3%,7%,3%,-6%,i,1%,-8%,-4.1%,-8%,i,-5%
O=C(CCCC(=O)N1CCCc2ccccc21)N1CCCc2ccccc21,2%,15%,6%,-3%,x,-5%,-8%,-1.1%[9.22 µM],7%,x,1%
Cc1cc(C)c(OCC(=O)Nc2ccccc2N2CCOCC2)c(C)c1,2%,-21%,0%,u,i,-12%,-8%,0.7%,-5%,i,15%
O=C(CSc1nnc(CNc2ccc(Cl)cc2)o1)Nc1nc2c(s1)CCCC2,2%,16%,28%,-9%,i,23%,-2%,x,10%,i,-17%
O=C(OCc1cc2ccccc2[nH]c1=O)c1ccccc1,-4%,u,10%,-7%,i,-7%,8%,-1.3%,-7%,i,3%
O=C(CCCCCN1C(=O)CCC1=O)Nc1ccc2c(c1)OCO2,-5%,-16%,-30%,-8%,i,-2%,-1%,-0.2%,-25%,i,-4%
Cc1cnc(CNc2cc(-c3ccoc3)ncn2)cn1,1%[2.29 µM],-1%,113%,-3%,i,-12%,-12%,1.1%,-23%,i,-22%
COc1ccccc1N(CC(=O)Nc1c(C)cccc1C)S(C)(=O)=O,2%,-7%,2%[11.4 µM],u,x,7%[11.4 µM],-1%[11.4 µM],-5.1%[0.0738 µM],5%[11.4 µM],x,-8%[11 µM]
OC[C@@H]1O[C@H](O)[C@@H](Cl)[C@H](O)[C@@H]1O,-1%,-7%,0%,2%,i,6%,-5%,-0.2%,-16%,u,1%
CC(C)C1Oc2ccccc2N(CC(=O)NCCCN2C(C)CCCC2C)C1=O (stereo not given),-9%,4%,6%,-7%,i,3%,-3%,0.2%[57.5 µM],28%,i,-2%
